MT1-MMP txn act – MT1-MMP promoter reporter activation – cell-based, luciferase luminescence, primary screen; HT1080 MT1-MMP promoter luciferase reporter, overnight; stronger effect = higher value; activation factor at 10 µM; 86,000 tested, 0.16% active; AID 750, 2007;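 active = activation factor of at least 2 for MT1-MMP transcription at 10 µM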
FAK blocker – FAK kinase inhibitors, primary screen, biochemical; Focal adhesion kinase 1 (Homo sapiens), Q05397; biochemical FAK kinase activity assay; inhibition, %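 (tested at 7 µM)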; 97,000 tested, 0.84% active; AID 727, 2007; in the data active = inhibition above about 19%;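 note: 0% = DMSO and 100% = reference compound high control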
CD11b adhes enh – enhancers of CD11b/CD18 adhesion to fibrinogen, primary screen, K562 cells, luminescence | 93,000 tested, 0.07% active | ATPlite luminescence | AID 1499, 2009 | Integrin beta-2 (Homo sapiens) + Integrin alpha-M (Homo sapiens), P05107+P11215 | activation, % at 10 µM;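 active = 10 µM primary screen giving 50% or more activity, confirmed by 40% or more on retest at that dose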; note: strong numbers were not always called active; reference of the scale not given here
Target sequence (P05107 whole entry, looked up, other chains not shown): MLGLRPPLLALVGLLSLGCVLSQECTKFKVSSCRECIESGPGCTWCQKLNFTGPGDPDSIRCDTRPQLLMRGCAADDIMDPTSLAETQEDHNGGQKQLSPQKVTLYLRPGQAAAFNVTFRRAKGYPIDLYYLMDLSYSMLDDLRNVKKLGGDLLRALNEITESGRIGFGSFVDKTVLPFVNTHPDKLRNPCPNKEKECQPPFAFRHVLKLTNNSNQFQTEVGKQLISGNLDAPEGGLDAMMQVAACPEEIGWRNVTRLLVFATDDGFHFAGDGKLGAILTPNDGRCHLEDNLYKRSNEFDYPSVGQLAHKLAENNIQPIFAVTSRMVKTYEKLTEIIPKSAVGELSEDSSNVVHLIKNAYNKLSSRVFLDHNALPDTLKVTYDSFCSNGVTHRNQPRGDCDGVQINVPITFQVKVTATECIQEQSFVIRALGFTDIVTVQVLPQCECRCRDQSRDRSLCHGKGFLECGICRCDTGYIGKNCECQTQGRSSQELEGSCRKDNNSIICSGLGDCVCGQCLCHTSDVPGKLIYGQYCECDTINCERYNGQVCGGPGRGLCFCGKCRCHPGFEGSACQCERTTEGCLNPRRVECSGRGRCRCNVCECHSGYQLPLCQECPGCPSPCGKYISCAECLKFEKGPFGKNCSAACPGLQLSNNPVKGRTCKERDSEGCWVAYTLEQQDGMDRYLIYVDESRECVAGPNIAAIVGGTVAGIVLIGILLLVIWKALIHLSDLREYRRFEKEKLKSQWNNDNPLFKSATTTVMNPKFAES
ERa SRC1 inh – ERα–SRC-1 coactivator interaction inhibitors, primary screen, biochemical, TR-FRET, ERα LBD, estradiol-bound; TR-FRET ER-alpha LBD / SRC-1 peptide; inhibition, % at 25.6 µM; 86,000 tested, 1.7% active; in the data active = inhibition above about 50%;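 note: 0% = receptor plus peptide control and 100% = peptide only without receptor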
PLAP act – PLAP enzyme activators, biochemical, luminescence, HTS; purified PLAP enzyme, luminescent substrate read-out; stronger effect = higher value; activation fold at 20 µM; 96,000 tested, 1.2% active; AID 696, 2007; Alkaline phosphatase, placental type (Homo sapiens), P05187; in the data active = activation fold above about 2
Mac1 fbg inh – inhibitors of CD11b/CD18 adhesion to fibrinogen, primary screen, K562 cells, luminescence; inhibition, % at 10 µM; 93,000 tested, 0.54% active; Integrin beta-2 (Homo sapiens) + Integrin alpha-M (Homo sapiens), P05107+P11215; ATPlite luminescence; Mn2+ added to activate the integrin; AID 1497, 2009;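 active = primary inhibition of 50% or more at 10 µM, then 40% or more on retest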; note: some results filed as inactive read as strong as hits
ERa SRC1 pot – enhancers of ERα–SRC-1 coactivator binding, primary screen, biochemical, TR-FRET, ERα LBD, low estradiol; Estrogen receptor (Homo sapiens), P03372; TR-FRET ERalpha-LBD/SRC-Cy5 coactivator binding, 2 h; 100 = basal binding, no effect; coactivator binding (% of control), % at 25.6 µM; 86,000 tested, 1.3% active; in the data active = activity above about 200%;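 note: binding measured in presence of low estradiol as agonist stimulus; 0% = peptide alone without receptor and 100% = receptor with peptide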
ERb SRC1 inh – inhibitors of ERβ-SRC1 coactivator interaction, primary screen, biochemical, TR-FRET, ERβ LBD, SRC-1 peptide | inhibition, % at 25.6 µM | Estrogen receptor beta (Homo sapiens), Q92731 | AID 633, 2007 | 86,000 tested, 1.3% active | TR-FRET ER-beta LBD / SRC1-Cy5 peptide binding; receptor agonist-loaded with 1 µM estradiol;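 active = compounds whose percent inhibition of the receptor-coactivator binding signal exceeds about 50% in the single-dose screen, limit read from the data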;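 note: 0% = receptor plus peptide wells without compound and 100% = peptide-only wells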
Ecoli WT expand – growth inhibitors of wild-type E. coli, primary screen, strain BW25113, expanded library, OD600. OD600 absorbance. growth inhibition, % at 100 µM. 98,000 tested, 0.15% active. AID 710, 2007;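 active = growth inhibition above about 50% at one test dose, limit read from the data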;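 note: growth measured after 20 h incubation at 37 °C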
An asterisk follows results filed as active; · = not tested or not shown; & = joins results of further samples; [ ] = remark or other dose.

#	SMILES	Ecoli WT expand	PLAP act	ERb SRC1 inh	MT1-MMP txn act	ERa SRC1 inh
1	COCc1nnc(NS(=O)(=O)c2ccccc2)s1	9	1.2	4	1	-2
2	c1ccc(-c2csc3ncn4cnnc4c23)cc1	-2	1.2	-13[fluorescence artefact?]	1.2	-11
3	CCSC1=C(C#N)C(=O)n2c1cc1c2CCCC1	-5	1.2	39[fluorescence artefact?]	1.1	40[fluorescence artefact?]
4	CN(Cc1ccccc1)C(=O)c1cccc(NC(=O)c2ccco2)c1	6	1	31	1.2	33
5	O=C(Cc1ccccc1)N1CCC(c2nc3ccccc3[nH]2)CC1	9	0.9	-7	1.1	-5
6	Cc1ccc(C)c(OCC(=O)Nc2ccc3c(c2)OCO3)c1C	-4	0.9	9[fluorescence artefact?]	1.2	14[fluorescence artefact?]
7	COC(=O)COc1ccc(-c2nn(C)c(=O)c3ccccc23)cc1	-4	1	2	1.2	2
8	Cc1ccc([N+](=O)[O-])cc1NC1OC(CO)C(O)C1O (stereo unspecified)	10	0.8	·	·	·
9	Cc1cc(C)c(C)c(C(=O)CSc2nnc(C)c(=O)[nH]2)c1C	-3	1.4	·	·	·
10	CN1CCN(C(=O)C2CCN(S(=O)(=O)c3ccc4c(c3)oc(=O)n4C)CC2)CC1	0	1	·	·	·
11	c1ccc(OCCCCN2CCOCC2)cc1	13	1.3	-4	·	0
12	CCOc1ccc(-n2c(C)nc3cc(C(=O)NCc4ccco4)ccc32)cc1	-5	1.1	8	1	9

#	FAK blocker	ERa SRC1 pot	Mac1 fbg inh	CD11b adhes enh
1	1	111	10	-2
2	10	111	·	·
3	-3	51[fluorescence artefact?]	-7	0
4	-3	106	5	4
5	4	102	-15	-3
6	0	94[fluorescence artefact?]	-13	5
7	2	94	-3	-4
8	-2	·	-11	0
9	-3	·	-24	1
10	·	·	2	-6
11	1	87	-36	1
12	2	80	8	-4

A portion from the list above, as a working copy:
#	SMILES	Ecoli WT expand	PLAP act	ERb SRC1 inh	MT1-MMP txn act	ERa SRC1 inh
4	CN(Cc1ccccc1)C(=O)c1cccc(NC(=O)c2ccco2)c1	6	1	31	1.2	33
5	O=C(Cc1ccccc1)N1CCC(c2nc3ccccc3[nH]2)CC1	9	0.9	-7	1.1	-5
6	Cc1ccc(C)c(OCC(=O)Nc2ccc3c(c2)OCO3)c1C	-4	0.9	9[fluorescence artefact?]	1.2	14[fluorescence artefact?]
7	COC(=O)COc1ccc(-c2nn(C)c(=O)c3ccccc23)cc1	-4	1	2	1.2	2
8	Cc1ccc([N+](=O)[O-])cc1NC1OC(CO)C(O)C1O (stereo unspecified)	10	0.8	·	·	·
9	Cc1cc(C)c(C)c(C(=O)CSc2nnc(C)c(=O)[nH]2)c1C	-3	1.4	·	·	·
10	CN1CCN(C(=O)C2CCN(S(=O)(=O)c3ccc4c(c3)oc(=O)n4C)CC2)CC1	0	1	·	·	·
11	c1ccc(OCCCCN2CCOCC2)cc1	13	1.3	-4	·	0
12	CCOc1ccc(-n2c(C)nc3cc(C(=O)NCc4ccco4)ccc32)cc1	-5	1.1	8	1	9

#	FAK blocker	ERa SRC1 pot	Mac1 fbg inh	CD11b adhes enh
4	-3	106	5	4
5	4	102	-15	-3
6	0	94[fluorescence artefact?]	-13	5
7	2	94	-3	-4
8	-2	·	-11	0
9	-3	·	-24	1
10	·	·	2	-6
11	1	87	-36	1
12	2	80	8	-4

New compounds follow:
#	SMILES	Ecoli WT expand	PLAP act	ERb SRC1 inh	MT1-MMP txn act	ERa SRC1 inh
13	COC(=O)c1nn(C23CC4CC(CC(C4)C2)C3)c2c1C(=O)N(c1ccc(Br)cc1)C2=O	-14	1.6	·	·	·
14	Cc1ccc(-c2cc(C(=O)N3CCN(C(=O)c4ccco4)CC3)no2)cc1	5	0.9	-9	1.1	-36
15	O=C(Nc1nc(-c2ccccc2)cs1)C1CCCCN1S(=O)(=O)c1ccccc1 (stereo unspecified)	-9	0.9	10	1	-10
16	CCN(CC(=O)Nc1cccc(OC)c1)C(=O)C1CCN(C(=O)Nc2ccccc2)CC1	-6	1.2	-6	1.2	-7
17	O=C(NC1(C(F)(F)F)NC(=O)N(CC2CCCCC2)C1=O)c1ccco1 (stereo unspecified)	8	0.8	4	1.1	1
18	CC(C)(C)NCCOc1ccc(Br)cc1	6	0.8	-5	1	3
19	CCCCOCCCNC(=O)c1ccccc1OCC	3	0.9	-6	1	1[fluorescence artefact?]
20	Cc1ccccc1OCC(O)Cn1c(SC(C)C)nc2c1c(=O)[nH]c(=O)n2C (stereo unspecified)	-2	1.7	-12	1.2	-10
21	CCOC(=O)c1cccc(NC(=O)CN2C(=O)C3C4C=CC(C4)C3C2=O)c1 (stereo unspecified)	4	1	·	1.2	·
22	COc1ccc(NC(C)=O)cc1NC(=O)CN1CCN(CC(=O)Nc2ccc(Cl)cc2)CC1	-2	1.6	-2	1.1	0[fluorescence artefact?]
23	CCOc1nc(Nc2ccc(-c3nc4ccccc4o3)cc2)nc(N2CCOCC2)n1	·	·	2[fluorescence artefact?]	1	6[fluorescence artefact?]
24	Cc1cc(=O)[nH]c(SCCOc2ccc3c(c2)CCC3)n1	-1	1.2	-24	1.1	-21

#	FAK blocker	ERa SRC1 pot	Mac1 fbg inh	CD11b adhes enh
13	1	·	3	-4
14	-2	99	5	2
15	0	110	3	16
16	-1	120	1	2
17	-8	129	4	-2
18	2	108	1	-6
19	·	95	-28	0
20	·	95	-3	3
21	-4	·	-26	0
22	1	115[fluorescence artefact?]	35	-4
23	·	137	·	·
24	1	98	3	-1

(list continues)
#	SMILES	Ecoli WT expand	PLAP act	ERb SRC1 inh	MT1-MMP txn act	ERa SRC1 inh
25	COc1ccc(C2SCC(=O)N2C)cc1 (stereo unspecified)	-1	1	43[fluorescence artefact?]	1	4[fluorescence artefact?]
26	CCOC(=O)c1c(C)[nH]c(C=Nc2ccccc2)c1O	4	0.9	17	1.3	2
27	COc1ccc(C2C(C(=O)Nc3ccc4c(c3)OCCO4)c3ccccc3C(=O)N2C)cc1 (stereo unspecified)	1	0.9	15[fluorescence artefact?]	1.1	2
28	Cc1nnc(NC(=O)CSc2nc3c(c(=O)n2C)SC(C)C3)s1 (stereo unspecified)	-3	1	5	1.1	2
29	CCN1CCN(c2nc(SC)nc3sc4c(c23)CC(C)(C)OC4)CC1	-4	1.6	-5	1.2	-34
30	O=C(Nc1cnn(C23CC4CC(CC(C4)C2)C3)c1)c1cnn2c(C(F)(F)F)cc(-c3ccco3)nc12	-14	1.1	60*	1.1	81*
31	CCOc1ccccc1CNC(=O)C1CCC(=O)N1C(C)C (stereo unspecified)	-3	0.8	-1	1.1	-3
32	CCOC(=O)C1=C(CSc2nc(C)cc(C)c2C#N)OC(N)=C(C#N)C1c1ccccc1 (stereo unspecified)	-2	1.1	-12	1.1	-2
33	CCN(Cc1cc2cc(OC)ccc2[nH]c1=O)C(=O)c1ccncc1	-4	0.9	-6	1.1	-4
34	COc1cccc(-n2nnnc2SCC(=O)Nc2ccc(C(C)=O)cc2)c1	·	·	30	1.1	33
35	CCCn1c(SCC(=O)Nc2cccc(C(=O)OC)c2)nnc1-c1cccnc1	-4	1.3	0	1	-26
36	C/C(=N\NC(=O)c1ccc(Cl)cc1)c1ccc(Br)s1	-7	1	·	·	·

#	FAK blocker	ERa SRC1 pot	Mac1 fbg inh	CD11b adhes enh
25	-2	89	-6	0
26	-8	142	-11	7
27	14	93	21	-8
28	0	91	-3	4
29	·	98	6	-2
30	-6	173	10	17
31	-3	114	7	1
32	-3	92	8	7
33	-3	112	·	·
34	-2	332*	·	·
35	2	93	17	0
36	6	·	-18	0

(cont.)
#	SMILES	Ecoli WT expand	PLAP act	ERb SRC1 inh	MT1-MMP txn act	ERa SRC1 inh
37	Cc1occc1-c1nnc(SCC(=O)Nc2ccccc2)n1C(C)c1ccccc1 (stereo unspecified)	-1	1.6	-7	1.2	0
38	O=C(CSc1oc(-c2ccco2)nc1S(=O)(=O)c1ccc(F)cc1)NCC1CCCO1 (stereo unspecified)	·	·	15	1	39
39	COC(=O)c1ccccc1NC(=O)C(C)NS(=O)(=O)c1ccc(OC)cc1 (stereo unspecified)	1	1.7	-1	1.2	-1
40	COc1cccc(-c2nn(-c3ccccc3)cc2C(=O)NCC(=O)O)c1	3	1.3	-9	1	-14
41	CC(=O)NC(c1ccccc1)c1cccnc1 (stereo unspecified)	1	0.8	2	1.1	-4
42	CCOc1ccc(NC(=O)c2ccco2)cc1	7	0.8	1	0.5	0
43	CN(C)C(=O)N1CCN(C(=O)c2ccco2)CC1	9	1	-3	1.1	16
44	Nn1c(SCc2nc3ccccc3[nH]2)nnc1C1CCCCC1	9	2.1*	-2[fluorescence artefact?]	1.2	2
45	Cn1c(=O)c2c(nc(NCCCO)n2Cc2cccc(Br)c2)n(C)c1=O	-11	0.8	-13	1	-71
46	CCc1ccc(-c2nc(CN3CCC(C(=O)NCc4ccco4)CC3)c(C)o2)cc1	1	1.7	2	1.2	6
47	O=C(COC(=O)c1ccccc1C(=O)N1CCN(c2ccc(F)cc2)CC1)NCc1ccccc1	-3	1.6	6	1.3	2
48	COc1ccc(/C=C2\CCCC(C(=O)C(F)(F)F)=C2O)cc1	-4	1.4	1	·	-3

#	FAK blocker	ERa SRC1 pot	Mac1 fbg inh	CD11b adhes enh
37	·	97	-16	-2
38	1	55	·	·
39	1	95	-1	4
40	-1	102	-3	-1
41	-5	112	-10	-3
42	-1	115	10	-6
43	-4	113	1	1
44	5	113	-14	-4
45	0	112	1	-1
46	-2	101	0	-2
47	-3	110	-4	-4
48	1	104	13	1

Later entries:
#	SMILES	Ecoli WT expand	PLAP act	ERb SRC1 inh	MT1-MMP txn act	ERa SRC1 inh
49	Cc1cc2c(c(=O)n1CC1CCCO1)C(c1ccco1)C(C#N)=C(N)O2 (stereo unspecified)	-2	0.9	-5[fluorescence artefact?]	1.2	0
50	CC(=O)Nc1ccc(S(=O)(=O)N2CCC(NC(=O)C(Cc3cccn3C)NC(C)=O)CC2)cc1 (stereo unspecified)	5	1.2	-4[fluorescence artefact?]	1.1	6
51	Cc1nc2c(oc3ccccc32)c(=O)o1	0	1.2	-5	1.8	-3
52	COc1ccc(CC(=O)Nc2ccc3c(c2)CCC3)cc1OC	13	2.1*	·	·	·
53	O=C(O)CSc1cccc2cccnc12	1&-5	1.1&0.9	5&-7	1.1&1.2	1&-3
54	COc1ccccc1NC(=O)CCN1CC(C)OC(C)C1 (stereo unspecified)	·	·	13	1.2	18
55	O=C(Nc1nc(COc2ccccc2)cs1)C12CC3CC(CC(C3)C1)C2	-8	0.5	-5	1.3	5
56	Cc1ccc(S(=O)(=O)/N=C(\Sc2ccccc2)c2ccccc2)cc1	-4	1.1	36	1.1	49
57	O=C(CSc1ncn(-c2ccccc2)n1)Nc1nc(-c2ccccc2)cs1	·	·	33[fluorescence artefact?]	1.2	13

#	FAK blocker	ERa SRC1 pot	Mac1 fbg inh	CD11b adhes enh
49	3	118	-6	1
50	-2	118	10	-3
51	-5	87	21	-5
52	-1	·	65*	-6
53	-6&0	109&106	18&8	-3&5
54	1	96	·	·
55	0	112	40	3
56	-7	57	·	·
57	3	103	·	·

Screening data from PubChem.
